NOD1 NF-kB reporter – NOD1 signaling inhibitors, primary screen, cell-based, luminescence, uHTS (AID 1578) | NOD1-driven NF-kB luciferase reporter cells, luminescence; higher % means a stronger effect | inhibition, % at 4 µM, or EC50 in µM where a hit was titrated | 290,000 tested, 1% active; in the data active = inhibition mostly above about 36%, no sharp cut-off; inactive = mostly below about 34%;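 note: HEK-293T reporter cells stimulated with the NOD1 agonist gamma-tri-DAP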
KOR beta-arrestin-1 – KOR antagonists, beta-arrestin recruitment, cell-based, luminescence, uHTS (AID 1778); Kappa-type opioid receptor (Homo sapiens); 290,000 tested, 0.091% active; inhibition, % at 10 µM; hits with a dose series show IC50 in µM; KOR beta-arrestin recruitment, luminescence, antagonist mode; higher % means a stronger effect; note: strong numbers were not always called active
GPR55 beta-arrestin – GPR55 agonists via beta-arrestin recruitment, primary screen, imaging, U2OS cells, beta-arrestin-GFP redistribution (AID 1961) | 290,000 tested, 0.048% active | U2OS GPR55 beta-arrestin-GFP redistribution imaging; higher % means a stronger effect | activation, % at 10 µM, or EC50 in µM where a hit was titrated;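 active = activation above 40% with more than 50 cells counted in the well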;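 note: U2OS osteosarcoma cells stably expressing GPR55 and beta-arrestin-GFP; plate controls were DMSO negative control for no effect and LPI positive control for full effect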
GPR55 LPI antagonism – GPR55 antagonists blocking LPI-driven arrestin recruitment, primary screen, imaging, U2OS, beta-arrestin-GFP, LPI agonist (AID 2013). inhibition, % at 10 µM; hits with a dose series show IC50 in µM. U2OS GPR55 beta-arrestin-GFP translocation imaging, LPI antagonism; higher % means a stronger effect. 290,000 tested, 0.13% active. G-protein coupled receptor 55 (Homo sapiens);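 active = spots per cell inhibited over 60%, with over 100 cells counted and total cytoplasm intensity under 500,000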;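 note: U2OS cells stably carrying GPR55 and arrestin-GFP stimulated by 5 µM LPI near EC80; imaged beta-arrestin-GFP aggregate spots per cell after agonist stimulation; plate controls were LPI-stimulated DMSO wells for no effect and DMSO wells without LPI for full effect; some results filed as inactive read as strong as hits; confirmed hits need IC50 under 10 µM and bright autofluorescent wells are also inconclusive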
MgcRacGAP inhibition – MgcRacGAP GTPase-activating activity inhibitors, confirmation, biochemical, ADP Hunter fluorescence | 340,000 tested, 0.6% active | MgcRacGAP-stimulated Rac1 GTP hydrolysis, ADP Hunter fluorescence; higher % means a stronger effect; GST-tagged Rac1 F28L mutant substrate | inhibition, % at 30 µM, or IC50 in µM where a hit was titrated | Rac GTPase-activating protein 1 (Homo sapiens);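 active = first-screen hits whose inhibition reached a set limit at any dose in the follow-up dose series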;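 note: fluorescence reports GDP produced by GAP-driven GTP hydrolysis; strong numbers were not always called active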
HIV fusion peptide – inhibitors of HIV fusion peptide binding, primary screen, biochemical, uHTS, fluorescence dequenching (AID 1986) | cell-free peptide binding, fluorescence dequenching, 30 min; higher % means a stronger effect | one-dose inhibition, % at 20 µM; IC50 in µM for titrated hits | 290,000 tested, 0.3% active; in the data active = inhibition mostly above about 52%, no sharp cut-off; inactive = mostly below about 76%; note: some results filed as inactive read as strong as hits
SV40 large T antigen – SV40 large T antigen inhibitors, biochemical (AID 1903); 310,000 tested, 0.39% active; inhibition, % at 20 µM; hits with a dose series show IC50 in µM; SV40 large T antigen ATPase/helicase inhibition assay; higher % means a stronger effect; in the data active = a potency from the dose series; note: strong numbers were not always called active
KOR beta-arrestin-2 – KOR agonists, beta-arrestin recruitment, primary screen, cell-based, luminescence, uHTS (AID 1777) | Kappa-type opioid receptor (Homo sapiens) | KOR beta-arrestin recruitment, luminescence; higher % means a stronger effect | activation, % at 10 µM, or EC50 in µM where a hit was titrated | 280,000 tested, 0.02% active; in the data active = activation above about 50%, passing the limit was not always enough; note: a part of the inactive calls stands beside numbers as strong as those of hits
HEK293 NOD2/NF-kB – NOD2 signaling inhibitors, cell-based, luminescence, uHTS, HEK293 (AID 1566); 290,000 tested, 0.63% active; HEK293 NOD2/NF-kB luciferase reporter, luminescence; higher % means a stronger effect; inhibition, % at 4 µM; hits with a dose series show EC50 in µM; note: many of its hits are not listed in these tables
* hit, by the source's call; / = not tested or not shown; [ ] = remark or other dose. Cut-off read from the data, not from the text of the source, unless noted: active = inhibition above about 50%; inactive = the rest.

NOD1 NF-kB reporter	KOR beta-arrestin-1	GPR55 beta-arrestin	GPR55 LPI antagonism	MgcRacGAP inhibition	HIV fusion peptide	SV40 large T antigen	KOR beta-arrestin-2	HEK293 NOD2/NF-kB	compound
-18%	8%	-0.2%	6%	-3%	2.3%	14%	-4.7%	5%	O=C(Cc1cccc2ccccc12)NN1C(=O)C2C(C1=O)C1C=CC2C12CC2 (configuration not stated)
-12%	-12%	-0.1%	14%	6%	1.5%	7%	2.4%	-14%	Cc1ccc(NC(=O)CSc2nc(NS(=O)(=O)c3ccc(C)cc3)cc(=O)[nH]2)cc1
11%	-29%	0.0%	4%	13%	-1.8%	5%	1.9%	5%	CCOc1ccccc1NC(=O)CCNS(=O)(=O)c1ccc2[nH]c(=O)oc2c1
15%	21%	-0.1%	21%	5%	-0.3%	-2%	1.3%	16%	CSc1cc(-c2ccc(Cl)cc2)c(C(=O)NC(C)C)s1
-18%	2%	0.0%	-10%	6%	1.6%	4%	0.9%	4%	COc1cc(C(=O)N2C(=O)c3cccc(N)c3C2=O)cc(OC)c1OC
-22%	1%	-0.2%	1%	8%	-1.5%	2%	5.1%	-3%	CCOC(=O)C1=C(C)N(C)C(C)=C(C(=O)OCC)C1c1cccnc1
-1%	-44%[20 µM]	-0.3%	-14%	9%	-0.3%	-1%	-5.9%	12%	Cc1cc(Cl)ccc1NC(=O)CN1CCCC1
-43%	-36%	-0.1%	-4%	8%	-0.2%	4%	-1.5%	5%	CCn1cc(/C=N\NC(=O)Cc2ccc([N+](=O)[O-])cc2)c(C)n1

Limited to KOR beta-arrestin-1, for 6 of the compounds above:
| SMILES | KOR beta-arrestin-1 |
| --- | --- |
| CCOc1ccccc1NC(=O)CCNS(=O)(=O)c1ccc2[nH]c(=O)oc2c1 | -29% |
| CCOC(=O)C1=C(C)N(C)C(C)=C(C(=O)OCC)C1c1cccnc1 | 1% |
| COc1cc(C(=O)N2C(=O)c3cccc(N)c3C2=O)cc(OC)c1OC | 2% |
| CCn1cc(/C=N\NC(=O)Cc2ccc([N+](=O)[O-])cc2)c(C)n1 | -36% |
| Cc1ccc(NC(=O)CSc2nc(NS(=O)(=O)c3ccc(C)cc3)cc(=O)[nH]2)cc1 | -12% |
| Cc1cc(Cl)ccc1NC(=O)CN1CCCC1 | -44%[20 µM] |

Further structures
NOD1 NF-kB reporter	KOR beta-arrestin-1	GPR55 beta-arrestin	GPR55 LPI antagonism	MgcRacGAP inhibition	HIV fusion peptide	SV40 large T antigen	KOR beta-arrestin-2	HEK293 NOD2/NF-kB	compound
-16%	3%	-0.1%	7%	-5%	-0.7%	23%	-2.1%	9%	COc1ccc(Cl)cc1NS(=O)(=O)c1cccc(C(=O)NCCCN2CCCC2=O)c1
26%	-47%	-0.1%	1%	1%	-1.0%	5%	-1.3%	10%	Cc1ccc(Cn2ccc(NC(=O)c3cc(-c4cccc(Cl)c4)on3)n2)cc1
-35%	-6%	-0.2%	0%	-5%	-1.3%	6%	3.5%	0%	CN1CCN(c2ccccc2NC(=O)c2sc3ccccc3c2Cl)CC1
12%	-1%	-0.1%	-3%	5%	-0.8%	25%	3.1%	4%	CCOC(=O)c1ccc(NC(=O)c2nc[nH]c2C(=O)N[C@@H](CC(C)C)C(=O)OC(C)(C)C)cc1
8%	0%	0.1%	8%	8%	1.5%	8%	6.5%	-6%	CN(C)S(=O)(=O)c1cccc(NC(=O)COC(=O)c2cccc(S(=O)(=O)N3CCc4ccccc4C3)c2)c1
-3%	22%	0.2%	10%	7%	0.2%	0%	-0.7%	-4%	CCOC(=O)c1cnc(SCc2nc(N)nc(Nc3ccc(F)cc3)n2)nc1N
-45%	-24%	-0.5%	4%	6%	-2.0%	9%	0.0%	-7%	O=C(CCC(=O)NNC(=O)Nc1cccc(Cl)c1)NCc1ccccc1
5%	19%	0.0%	0%	1%	35%	-4%	0.7%	-13%	CCOc1ccc(C(=O)OCn2nnc3ccccc3c2=O)cc1OC
-32%	-16%	-0.2%	-13%	5%	0.6%	1%	3.7%	-11%	Cc1ccnc(NC(=O)CS(=O)(=O)c2ccccc2)c1
-51%	-27%	-0.2%	9%	7%	1.5%	6%	4.8%	-4%	COc1ccc(Cl)cc1S(=O)(=O)N1CCCC(C(=O)NCc2ccccc2)C1 (configuration not stated)
2%	6%	-0.1%	6%	3%	-1.5%	6%	-2.8%	24%	COc1cccc(C2=NOC(C(=O)Nc3ccccc3SC)C2)c1 (configuration not stated)
-4%	-40%	-0.1%	-1%	8%	0.7%	14%	9.5%	14%	Cc1c(CCC(=O)NCCCn2ccnc2)c(=O)oc2cc3occ(C(C)(C)C)c3cc12
10%	-25%	-0.1%	6%	6%	-1.4%	1%	-2.1%	8%	O=C1c2ccc(Oc3ccc4c(c3)C(=O)N(CCCO)C4=O)cc2C(=O)N1CCCO
-8%	-20%	0.2%	10%	-1%	-0.5%	3%	-4.2%	1%	CN(CC(=O)N1CCc2ccccc2C1)S(=O)(=O)c1ccc2c(c1)c(=O)n(C)c(=O)n2C
-42%	33%	0.7%	9%	/	5.8%	6%	0.0%	-3%	Cc1ccc(O)c(/C=N/NC(=O)C2=NNC(c3ccccc3)(c3ccccc3)C2)c1
-16%	23%	-0.2%	18%	3%	0.8%	9%	-2.8%	-6%	Cc1noc(NS(=O)(=O)c2ccc(N3C(=O)c4ccccc4C3=O)cc2)c1C
8%	22%	1.0%	5%	12%	-1.0%	/	-2.6%	20%	Cn1c2ccc(F)cc2c2nnc(SCCN3CCCCC3)nc21
-8%	-11%	0.2%	-2%	4%	0.6%	27%	2.3%	2%	CC(C)CNC(=S)N1CCN(c2nc3ccccc3s2)CC1
3%	-34%	0.1%	9%	18%	1.7%	14%	8.6%	17%	CCN(CC)S(=O)(=O)c1ccc(N2CCOCC2)c(NC(=O)Cc2cccc3ccccc23)c1
-11%	16%	-0.2%	13%	7%	1.4%	-3%	-1.7%	14%	O=C(Nc1ccc(Br)cc1)c1ccc(F)c(S(=O)(=O)NCc2cccs2)c1
3%	29%	0.0%	8%	16%	0.5%	9%	-4.9%	9%	COc1cccc(/C=N/n2c(C3CCCCC3)n[nH]c2=S)c1
47%	-28%	0.3%	-9%	1%	-0.9%	0%	0.0%	28%	CCc1nnc(NC(=O)CSc2nccn2-c2cccc(C)c2C)s1
-13%	-12%	0.0%	27%	9%	0.2%	16%	-7.0%	-6%	CCOc1ccc2nc(NCCO)[nH]c2c1
-31%	16%	0.0%	14%	2%	0.5%	30%	-0.4%	10%	CCCN(CC(=O)Nc1ccc(Cl)cc1Cl)C(=O)c1ccc(=O)[nH]c1
21%	18%	-0.1%	8%	1%	-4.7%	13%	-4.4%	19%	CCCNC(=O)CSc1nnc(C)s1
-1%	31%	0.0%	4%	12%	-1.3%	14%	2.1%	7%	COc1ccc2nnc(-c3ccc(C(F)(F)F)cc3)n2n1
3%	-38%	0.6%	-34%	4%	-0.5%	27%	4.2%	30%	O=C(c1ccc(C(F)(F)F)cc1)C1CCCN(C(=O)CCc2ccncc2)C1 (configuration not stated)
-12%	-16%	-0.1%	16%	6%	3.4%	8%	1.0%	14%	CCOC(=O)C1CCN(c2c(NCCCN(C)C3CCCCC3)c(=O)c2=O)CC1
-11%	8%	0.7%	14%	11%	1.1%	21%	1.2%	7%	CCCCn1c(CCCNC(=O)c2ccco2)nc2ccccc21
10%	5%	-0.2%	-33%	5%	-1.3%	10%	-6.3%	23%	O=C(COc1cc2oc(=O)c3c(c2cc1Cl)CCCC3)NCc1cccnc1
-6%	11%	0.2%	-3%	7%	-1.5%	21%	-1.3%	-16%	COC(=O)c1sc2[nH]c(=S)n(N)c(=O)c2c1C
30%	11%	0.2%	3%	-15%	-1.8%	8%	2.6%	4%	COc1ccc(N(CC(O)Cn2c(C)nc3ccccc32)S(=O)(=O)c2ccccc2)cc1 (configuration not stated)
-14%	-20%	-0.4%	0%	3%	-0.2%	3%	-6.0%	8%	CC(=O)Nc1ccc(-n2cnnn2)cc1
-38%	-22%	-0.4%	5%	7%	-0.9%	22%	0.1%	11%	Cc1ccc(NC(=O)COC(=O)Cn2cnc3ccccc32)c([N+](=O)[O-])c1
-7%	-8%	-0.2%	-5%	/	0.7%	22%	4.0%	5%	CN(C)c1ccc(CN(C(=O)/C=C/c2ccco2)C2CCS(=O)(=O)C2)cc1 (configuration not stated)
-1%	10%[20 µM]	0.3%	20%	2%	-1.2%	-1%	/	-25%	Cc1cc(Cl)ccc1NC(=S)NCc1ccc(S(N)(=O)=O)cc1
7%	-7%	0.5%	20%	9%	-1.7%	3%	2.9%	17%	COc1ccc(OCc2n[nH]c(=S)o2)cc1
-9%	-18%	0.4%	3%	2%	-0.6%	0%	-2.9%	1%	CCCn1cnc2c(oc3ccccc32)c1=O
-25%	-12%	-0.1%	6%	12%	-1.0%	-7%	4.1%	-3%	COc1ccccc1OCCOc1ccc(/C=N/n2cnnc2)cc1
-30%	21%	-0.2%	-3%	14%	1.5%	4%	-0.5%	11%	COc1ccc2c(c1)cc1n2CCN=C1N

Four entries already listed, sorted by molar mass, smallest number first:
NOD1 NF-kB reporter	KOR beta-arrestin-1	GPR55 beta-arrestin	GPR55 LPI antagonism	MgcRacGAP inhibition	HIV fusion peptide	SV40 large T antigen	KOR beta-arrestin-2	HEK293 NOD2/NF-kB	compound
-30%	21%	-0.2%	-3%	14%	1.5%	4%	-0.5%	11%	COc1ccc2c(c1)cc1n2CCN=C1N
-9%	-18%	0.4%	3%	2%	-0.6%	0%	-2.9%	1%	CCCn1cnc2c(oc3ccccc32)c1=O
-25%	-12%	-0.1%	6%	12%	-1.0%	-7%	4.1%	-3%	COc1ccccc1OCCOc1ccc(/C=N/n2cnnc2)cc1
-38%	-22%	-0.4%	5%	7%	-0.9%	22%	0.1%	11%	Cc1ccc(NC(=O)COC(=O)Cn2cnc3ccccc32)c([N+](=O)[O-])c1

A portion of the library; the hit share may differ from the screen's.
